Screening results: PubChem, several laboratories
5HT1E antag: 5-HT1E receptor antagonists, primary screen, cell-based, HTS. 65,000 compounds, 0.99% hits. CHO 5-HT1E Ga15 NFAT-bla reporter, FRET, antagonist. 5-hydroxytryptamine receptor 1E (Homo sapiens), P28566. inhibition, % at 6 µM;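 active = inhibition above a set limit, the mean inhibition across every tested compound plus 3 SD, cut at about 29% in these data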;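 also: signal is the 460 over 535 nm emission ratio of beta-lactamase substrate; 0% = agonist plus DMSO wells and 100% = wells without agonist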
M1 antagonist: antagonists of rat M1 muscarinic receptor | 64,000 compounds, 3.4% hits | CHO-M1 cells, Fluo-4 calcium, ACh EC80 antagonist mode; hits give low values | B-score at 10 µM;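 active = calcium fluorescence response, raw or row-and-column corrected B-score, differing from the plate sample mean either way at a set confidence level, mostly lower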
S1P3 agonist: human S1P3 receptor agonists, primary screen, cell-based, primary and confirmation, NFAT-BLA reporter; S1P3 NFAT-BLA reporter cells, agonism, FRET ratio; relative to 1 µM S1P, basal subtracted; activation, % at 4.5 µM; 60,000 compounds, 0.1% hits;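 active = activation above the screen-wide mean plus 3 SD, cut at about 4.5% in these data, passing the limit was not always enough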; also: some compounds called inactive have numbers as strong as hits
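Benchmarks: high control 1 µM S1P / System: stable CHO line with human S1P3, Gα16, NFAT-BLA reporter / Dosing: single compound concentration, 4.5 µM final / Timing: 4 h compound at 37 °C, 2 h substrate at RT / Measured by: FRET β-lactamase substrate fluorescence, excitation 405 nm, 460/535 nm emission ratio, background-subtracted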
Jurkat viability: cytotoxicity toward Jurkat T cells, primary screen, cytotoxicity control, cell-based, Jurkat E6.1, 60K MLSMR library | Jurkat E6.1 viability, ATP luminescence, 48 h | inhibition, % at 4 µM | 56,000 compounds, 1.2% hits | AID 463, 2006;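 active = inhibition above the mean inhibition of all tested compounds plus 3 SD, cut at about 28% in these data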
5HT1E ag: 5-HT1E receptor agonists, primary screen, cell-based, HTS; CHO 5-HT1E Ga15 NFAT-bla reporter, FRET; 0% DMSO wells, 100% control agonist wells; 65,000 compounds, 0.69% hits; activation, % at 6 µM;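 active = activation above a set limit, the screen-wide mean activation plus 3 SD, cut at about 8.5% in these data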;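 also: 100% = positive control agonist at 1 µM giving full maximal response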
M1 agonist: M1 muscarinic receptor agonists, primary screen, CHO-M1 cells, Fluo-4 calcium, agonist mode; 64,000 compounds, 3% hits; Muscarinic acetylcholine receptor M1; AID 626, 2007; B-score at 10 µM; Fluo-4 calcium fluorescence; hits give high values;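 active = fluorescence rise, raw or as B-score row- and column-corrected plate score, outside the 99.7% band of its plate's samples, either direction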
5HT1a antag: human 5-HT1a receptor antagonists, primary screen, cell-based, CHO, Ga15 NFAT-bla reporter. CHO 5-HT1a Ga15 NFAT-bla reporter, antagonist mode. inhibition, % at 10 µM. 62,000 compounds, 0.68% hits. AID 612, 2007;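 active = inhibition above the mean of all tested compounds plus 3 SD, cut at about 43% in these data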;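 also: receptor stimulated by 5-CT agonist at 100 nM near EC80; beta-lactamase reporter measured by ratiometric fluorescence of a cleavable substrate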
Target sequence (P08908 whole entry, looked up): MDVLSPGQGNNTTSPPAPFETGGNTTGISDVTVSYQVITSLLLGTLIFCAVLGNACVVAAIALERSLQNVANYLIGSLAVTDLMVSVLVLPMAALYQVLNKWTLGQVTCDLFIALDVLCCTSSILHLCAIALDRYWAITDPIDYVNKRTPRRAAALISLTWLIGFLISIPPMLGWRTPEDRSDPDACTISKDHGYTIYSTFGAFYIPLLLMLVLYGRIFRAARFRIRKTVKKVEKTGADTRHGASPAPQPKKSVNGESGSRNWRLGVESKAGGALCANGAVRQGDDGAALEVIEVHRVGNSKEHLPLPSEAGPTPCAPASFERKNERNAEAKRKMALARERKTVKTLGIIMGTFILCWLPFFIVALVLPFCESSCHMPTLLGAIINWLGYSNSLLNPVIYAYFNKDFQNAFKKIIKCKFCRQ
HTR1A agonist: human 5-HT1a receptor agonists, primary screen, cell-based, CHO, Ga15 NFAT-bla reporter. 5-hydroxytryptamine receptor 1A (Homo sapiens), P08908. CHO 5-HT1a Ga15 NFAT-bla reporter, FRET ratio; 0% basal, 100% maximal reference agonist. activation, % at 10 µM. 65,000 compounds, 0.56% hits;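 active = activation above the screen-wide mean activation plus 3 SD, cut at about 19% in these data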;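 also: 0% = DMSO wells and 100% = 5-CT at EC100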
S1P1 ag-PAM: S1P1 agonists and agonism potentiators, primary screen, cell-based, primary and confirmation screens, CRE-bla reporter; 56,000 compounds, 0.57% hits; Sphingosine 1-phosphate receptor 1 (Homo sapiens), P21453; S1P1 CRE-bla cells, forskolin, beta-lactamase FRET, potentiator mode; S1P1 agonist co-added at EC20, 2 nM; 100% = saturating reference agonist, 0% = basal; activation, % at 9.5 µM;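 active = activation above a cutoff set at the mean activation of all tested compounds plus 3 SD, cut at about 54% in these data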;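 also: forskolin at 4 µM as EC80 and the EC20 agonist is SEW2871; 100% = SEW2871 at its EC100 plus forskolin at EC80; some compounds past the cut are filed as inactive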
Target sequence (P21453 whole entry, looked up): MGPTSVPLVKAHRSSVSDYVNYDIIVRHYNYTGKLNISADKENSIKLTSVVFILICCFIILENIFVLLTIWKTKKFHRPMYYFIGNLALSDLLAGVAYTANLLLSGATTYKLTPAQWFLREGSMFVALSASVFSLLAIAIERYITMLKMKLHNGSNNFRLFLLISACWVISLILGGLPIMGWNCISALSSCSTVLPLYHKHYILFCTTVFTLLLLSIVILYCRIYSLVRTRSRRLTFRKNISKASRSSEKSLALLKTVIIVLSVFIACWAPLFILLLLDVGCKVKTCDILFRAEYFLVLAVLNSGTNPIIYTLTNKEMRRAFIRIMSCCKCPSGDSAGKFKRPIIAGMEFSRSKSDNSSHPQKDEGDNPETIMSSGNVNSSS
* marks the source's active call; other numbers are inactive results; · = no result given.

SMILES	5HT1E antag	M1 antagonist	S1P3 agonist	Jurkat viability	5HT1E ag	M1 agonist	5HT1a antag	HTR1A agonist	S1P1 ag-PAM
O=C(Cn1[nH]c(=O)c2ccccc2c1=O)OCC(=O)N1CCCc2ccccc21	-10	-0.47	0.5	-4	-0.1	-0.45	-5	-1.6	-22
O=C(C1CCC(CNc2c(N3CCCCC3)c(=O)c2=O)CC1)N1CCN(c2ccccn2)CC1 (configuration not stated)	-3	-0.12	-1.1	4	0.3	0.061	8	-4.0	-30
O=C(Cn1cnc2c(nnn2-c2cccc(Cl)c2)c1=O)N1CCCC1	8	0.078	-1.0	2	-0.1	0.013	-4	-1.5	-21
O=C(O)C1CC(c2cccc(Br)c2)=NO1 (configuration not stated)	1	-1.2	-0.3	-1	-0.2	-0.19	-6	-1.0	-27
Cc1ccccc1OCC(=O)Nc1ccc(N2CCN(C(=O)C(C)C)CC2)c(Cl)c1	-3	-1.6	-1.2	30*	2.5	0.98	10	-0.1	92*
COc1ccc(CCNC(=O)CCN2C(=O)C(C)Oc3ccc(C)cc32)cc1OC (configuration not stated)	-1	0.78	0.0	6	-1.0	1.1	-3	-2.4	4
O=C(CSc1nc(-c2ccc(F)cc2)cs1)NC(=O)NCc1ccco1	4	-0.63	0.0	4	-0.2	-0.68	6	-1.5	19
Cn1c2c(c(=O)n(C)c1=O)C(NC(=O)c1ccco1)(C(F)(F)F)C(=O)N2 (configuration not stated)	-9	0.91	-0.3	-2	0.5	0.069	10	-2.8	-14
CC(=O)c1cccc(NC(=O)CN2C(=O)C3C4C=CC(C4)C3C2=O)c1 (configuration not stated)	-9	-0.0037	-1.2	-2	1.0	-0.26	2	-0.6	5
Nc1ccc(C23CC4CC(CC(O)(C4)C2)C3)cc1	1	0.21	0.3	4	-0.8	0.032	-10	-2.4	18
c1ccc(CNc2ccc3ccccc3n2)nc1	1	-0.66	-1.3	2	0.1	0.64	-1	-4.2	-1
CCOc1ccccc1NC(=O)Nc1cc(OC)ccc1OC	12	-1.6	-0.2	-2	0.5	-0.17	28	-2.7	-22
CCOC(=O)CSc1nnc(-c2ccco2)n1-c1ccc(C)cc1	-4	-0.25	-0.4	-3	-1.1	0.35	-11	-1.1	-6
COc1cc2[nH]c(=O)n(CCC(=O)NC3CCCC3)c(=O)c2cc1OC	-1	-0.56	-0.2	-4	-0.4	0.0037	-28	1.4	4
CN(C)S(=O)(=O)c1ccc(C(=O)OCc2ccc(C#N)cc2)cc1	13	-0.2	-1.3	10	-0.5	0.1	-5	-1.6	8
O=C(CN1CCN(c2ccc(F)cc2)CC1)Nc1ccc(-n2cnnn2)cc1	7	-0.26	0.5	-7	-1.3	-0.61	-3	-2.1	-10
Cn1c(NC(=O)C2CCCC2)cc(=O)n(C)c1=O	-6	1.2	-0.5	4	0.3	0.58	-11	-3.8	-19
O=C(CSc1nnc(Cc2ccccc2)o1)N1CCc2ccccc21	-2	·	-0.1	-6	0.7	·	-8	-2.5	-1
COC(=O)c1sc(NC(=O)CSc2nnnn2-c2ccc(C)cc2C)nc1C	-5	0.8	-0.4	3	-1.0	0.14	-5	-3.4	3
c1ccc(CCn2nnnc2CN2CCCc3ccccc32)cc1	11	0.72	0.0	2	-0.8	0.69	6	-1.6	0

Brought forward from above: two compounds, then new ones.
SMILES	5HT1E antag	M1 antagonist	S1P3 agonist	Jurkat viability	5HT1E ag	M1 agonist	5HT1a antag	HTR1A agonist	S1P1 ag-PAM
COC(=O)c1sc(NC(=O)CSc2nnnn2-c2ccc(C)cc2C)nc1C	-5	0.8	-0.4	3	-1.0	0.14	-5	-3.4	3
c1ccc(CCn2nnnc2CN2CCCc3ccccc32)cc1	11	0.72	0.0	2	-0.8	0.69	6	-1.6	0
FC(F)(F)c1cnc(Oc2ccc(-c3nnco3)cc2)c(Cl)c1	-4	0.5	0.0	-6	-0.2	0.99	-1	-3.7	-9
Cc1nccn1S(=O)(=O)c1ccc(Br)cc1Br	-12	-0.17	0.2	-6	-0.3	-0.18	-10	-2.7	-16
COc1ccc(NC(=O)CC2Sc3ncnn3C2=O)cc1 (configuration not stated)	2	0.17	-0.6	0	-0.2	-1	18	-2.0	-3
COC(=O)c1cn(NC(=O)c2cccnc2)c(=O)c2ccccc12	-13	0.041	·	·	1.1	-2.2	-6	0.8	·
CCOC(=O)C1CCCN(C(=O)Cn2nc(CC)n3c(cc4sccc43)c2=O)C1 (configuration not stated)	12	0.36	-1.0	-2	-0.1	-0.68	4	1.4	-7
CC1(C)CC(=O)c2c(nc3ccccc3c2N)C1	-6	-0.23	-1.7	3	0.2	-0.23	13	2.4	-44
CCCCCCn1c(N2CCN(c3cccc(Cl)c3)CC2)nc2c1c(=O)[nH]c(=O)n2C	-9	·	-1.3	4	0.1	·	4	-0.3	2
Cc1cc(C)n(-c2nc3ccccc3n3nnnc23)n1	-9	-0.2	0.9	-3	-1.1	0.59	1	-1.4	-8
COC(=O)c1ccc2c(c1)N(Cc1nc(-c3ccc(Cl)cc3)oc1C)C(=O)C1CCCN21 (configuration not stated)	1	0.51	-0.9	3	-0.3	-0.21	8	-1.1	-46
CCOC(=O)/N=C(/NC(=O)Nc1ccc(C(=O)OCC)cc1)OC	13	0.41	-0.6	-1	9.3*	0.086	-5	1.0	20
O=C(NCc1ccccc1Cl)C1CCN(S(=O)(=O)N2CCC3(CC2)OCCO3)CC1	3	1	0.8	-4	-0.4	0.0026	-7	0.1	7
CC(C)OC(=O)CN1CCN(S(=O)(=O)c2cc(Cl)ccc2Cl)CC1	-4	-0.17	-0.4	0	0.6	0.82	-18	-1.3	-2
CCN1CCN(C(=O)CCCCCn2c(=O)[nH]c3cc(C(=O)OC)ccc3c2=O)CC1	0	-0.52	0.0	-9	-0.6	0.012	-6	-2.7	-12
O=C(NC(C(=O)c1ccccc1)N1CCCCC1)c1ccccc1 (configuration not stated)	-1	0.37	-0.8	6	0.2	0.55	4	1.9	-9
CCCCOC(=O)Nc1nc2ccc(OC)cc2s1	-8	0.23	-0.3	1	0.4	-0.36	14	1.1	12
CCOC(=O)c1c(NC(=O)c2nn(CC)cc2Br)c(C#N)cn1-c1ccccc1	40*	-1.1	-0.3	1	-0.1	3.1*	18	1.4	-26
COc1ccc(N(CC(=O)Nc2cccc(C)c2)S(=O)(=O)c2c(C)n[nH]c2C)cc1	4	0.23	-0.4	-4	0.3	1.4	-1	-2.3	-28
CCOC(=O)C1CCN(S(=O)(=O)c2ccc(OCC)cc2)CC1	-11	0	·	·	-1.2	-0.53	5	-0.1	·
CCc1cccc(NC(=O)CN2C(=O)NC3(CCCCCCC3)C2=O)c1	-22	0.17	0.0	-3	-0.5	0.39	-20	1.1	-63
Cc1ccc(S(=O)(=O)NC(=O)c2cc(C)n(CCCn3ccnc3)c2C)cc1	0	0.5	-0.3	5	-0.1	-0.31	16	-1.1	-4
CCC(Sc1ccc2nnc(-c3ccc(OC)c(OC)c3)n2n1)C(=O)O (configuration not stated)	-3	0.83	-0.9	2	0.9	-0.038	5	-2.6	-10
Cc1cc(C)n(S(=O)(=O)c2ccc(Cl)c(Cl)c2Cl)n1	1	-0.059	-1.1	-2	0.5	0.2	6	0.2	·
O=C(CSc1nc(-c2ccco2)cc(C(F)(F)F)n1)N1CCSCC1	-12	-0.12	-0.1	-1	0.2	-0.61	-9	-1.7	7
N=c1c[n+](N2CCOCC2)[n-]o1	2	0.46	-0.7	·	-0.1	-0.091	·	-2.5	5
c1ccc(-c2noc(CSc3nnnn3C3CCCCC3)n2)cc1	-12	0.22	-0.4	-1	4.3	-0.039	-14	-1.3	1
O=C(CN1C(=O)C2CC=CCC2C1=O)Nc1nccs1 (configuration not stated)	4	0.17	-0.7	-5	-0.5	-0.11	6	0.4	-6
CC(=O)CN1Cc2ccccc2/C1=N\C(=O)Nc1ccccc1	-6	0.0064	-0.8	1	-0.8	-0.015	4	-2.2	-9
Cc1ccc(/C(O)=C2\C(=O)C(=O)N(CCN(C)C)C2c2ccccc2F)cc1 (configuration not stated)	28	0.14	-1.1	0	-3.0	0.81	10	1.2	-9
CCC(=O)Nc1cc(=O)[nH]c2ncnn12	1	-0.19	-1.2	4	0.8	0.021	-4	-1.3	-2
Cc1cc2cc(CN(CCCN3CCOCC3)C(=O)NC3CCCCC3)c(=O)[nH]c2cc1C	-1	-0.056	-0.3	4	0.0	-1.2	-1	-3.0	-8
CCC1CCCCN1CCCNC(=O)CC1Oc2ccccc2NC1=O (configuration not stated)	-1	-2	-0.3	-6	0.5	-1.3	8	-0.7	-9
Cc1nc(C)c(-c2csc(NCc3ccco3)n2)s1	3	0.12	-1.7	-1	0.3	0.081	16	-2.6	10
Cc1cccc(Cn2c(N3CCCCC3C)nc3c2c(=O)[nH]c(=O)n3C)c1 (configuration not stated)	4	-4.2*	2.2	3	0.3	0.38	-10	3.9	-22
CCOc1ccc(N2CCn3c2nc2c3c(=O)n(CCc3ccccc3)c(=O)n2C)cc1	-6	0.4	-1.7	2	-0.3	-0.34	-8	-0.3	1
Cc1ccccc1C(=O)Nc1ccc2c(c1)OCO2	-1	0.23	0.2	-4	0.1	0.47	7	-3.6	-12
O=C(Nc1ccc(S(=O)(=O)N2CCCC2)cc1Cl)C1=COCCO1	20	0.14	-0.6	10	-0.5	-0.17	-1	-0.5	-11
CCOC(=O)c1cnn2c(C)cc(-c3ccccc3)nc12	-3	0.05	-0.4	0	0.3	-0.26	-19	-0.6	-4
COc1ccccc1-n1cc(C(=O)NCC(=O)N2CCN(c3ccccn3)CC2)c2ccccc2c1=O	-5	0.34	-0.9	-2	-0.4	1.2	-17	-0.3	10
COC(=O)c1ccccc1NC(=O)Nc1cnccn1	2	0.53	-0.9	-6	-0.6	-1	2	-2.3	-22
COc1cccc(C2C(C(=O)c3sc(C)nc3C)=C(O)C(=O)N2CCN(C)C)c1OC (configuration not stated)	-4	0.093	-0.6	-1	1.0	0.031	-6	-4.1	6
CCN(CC)C(=O)C1CCCN(Cc2ccccc2F)C1 (configuration not stated)	0	·	0.1	2	0.6	·	-6	0.3	-17
CN(c1nc2c(c(=O)n(C)c(=O)n2C)n1CC(=O)c1ccccc1)C1CCCCC1	-4	0.1	-1.7	0	0.2	-0.89	-2	1.3	12

Look-ups from above.
COc1ccccc1-n1cc(C(=O)NCC(=O)N2CCN(c3ccccn3)CC2)c2ccccc2c1=O in 5HT1a antag shows -17
CCC(Sc1ccc2nnc(-c3ccc(OC)c(OC)c3)n2n1)C(=O)O (configuration not stated) in S1P1 ag-PAM shows -10
CN(c1nc2c(c(=O)n(C)c(=O)n2C)n1CC(=O)c1ccccc1)C1CCCCC1 in M1 agonist shows -0.89
O=C(CN1C(=O)C2CC=CCC2C1=O)Nc1nccs1 (configuration not stated) in Jurkat viability shows -5
